Assay outcomes (PubChem)
WT yeast gro inh – growth inhibition of WT yeast, mitochondrial fusion screen; mitochondrial fusion phenotypic screen, WT strain; inhibition, % at 10 µM; hit rate 2.1% among 190,000; AID 1362; in the data active = inhibition above about 58%; tested in S. cerevisiae
RSV CPE inhibition – inhibition of RSV-induced cytopathic effect – HEp-2 cells, primary 10 µM value included (AID 2391). HEp-2 cells, RSV-induced CPE inhibition; higher % means a stronger effect. hit rate 0.13% among 310,000. CPE inhibition, % at 10 µM, or IC50 in µM where a hit was titrated; in the data active = a potency from the dose series; inconclusive = CPE inhibition mostly from about 23% at the one dose, without a potency; inactive = the rest, 99 in 100 with CPE inhibition below about 21%; note: strong numbers were not always called active
Myeloid diff MLP – compounds promoting myeloid differentiation; AID 624256; ER-HoxA9 myeloid progenitors, lysozyme-GFP differentiation, flow cytometry; hit rate 1% among 360,000; calls only at 10 µM;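 active = normalized GFP-positive differentiation at or above the plate's own cutoff, the solvent-only control mean plus 3 SD; inconclusive = no clear call, values can overlap the other calls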;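 note: cells exposed to compound for four days before flow analysis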
SIAH1 antagonists – blockers of Siah-1 interaction with plectin peptide – biochemical, fluorescence polarization, rhodamine-plectin, uHTS, primary screen (AID 1817); Siah-1 / rhodamine-plectin peptide fluorescence polarization; higher % means a stronger effect; displacement, % at 20 µM; hits with a dose series show IC50 in µM; hit rate 0.02% among 290,000;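 active = displacement of at least 50% at 20 µM, with a fluorescence ratio check between 0.3 and a set limit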;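 note: plate controls were Siah plus tracer with DMSO for no effect and tracer alone without Siah for full effect; strong numbers were not always called active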
PhoP inhibition – inhibitors of PhoP regulon expression, primary screen, Salmonella Typhimurium, GFP reporter (AID 1863); hit rate 0.16% among 300,000; S. Typhimurium PhoP-regulated promoter GFP reporter, 4 h; higher % means a stronger effect; one-dose inhibition, % at 50 µM; IC50 in µM for titrated hits;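 active = inhibition over 29.93%, a cutoff 3 SD above the screen mean, later confirmed by dose response; inconclusive = inhibition over 29.93% but no dose response follow-up; inactive = inhibition at most 29.93% or unconfirmed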;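 note: 0% = low Mg2+ inducing control and 100% = high Mg2+ repressing control; strong numbers were not always called active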
XIAP displacement – XIAP antagonists, biochemical, IAP family, fluorescence polarization (AID 1018). XIAP BIR domain, fluorescence polarization peptide displacement; higher % means a stronger effect. hit rate 0.007% among 200,000. displacement, % at 20 µM; hits with a dose series show IC50 in µM; in the data active = displacement above about 50%; note: a part of the inactive calls stands beside numbers as strong as those of hits
PMI inhibition – human PMI inhibitors, high substrate, primary screen, biochemical, fluorescence intensity, high mannose 6-phosphate (AID 1220); recombinant PMI enzyme, coupled fluorescence intensity; higher % means a stronger effect; one-dose inhibition, % at 20 µM; IC50 in µM for titrated hits; hit rate 0.66% among 190,000
TNAP activators – human TNAP enzyme activators, primary screen, biochemical, luminescent, no phosphate acceptor, uHTS (AID 1001) | one-dose activation fold at 20 µM; EC50 in µM for titrated hits | hit rate 0.03% among 200,000 | purified TNAP, luminescent activation assay, no phosphate acceptor; higher activation fold means a stronger effect; in the data active = activation fold from about 3, or a potency from the dose series; inactive = the rest, 99 in 100 with activation fold below about 1.6; note: many of its hits are not listed in these tables
PMI inhibitors – inhibitors of human PMI, primary screen, biochemical, fluorescence intensity, coupled assay (AID 1209); inhibition, % at 20 µM, or IC50 in µM where a hit was titrated; hit rate 0.42% among 190,000; purified PMI enzyme, coupled fluorescence intensity; higher % means a stronger effect;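 note: plate controls were DMSO vehicle for no effect and wells lacking substrate for full effect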
WT yeast gro inh mutant strain – second read-out of WT yeast gro inh, no call of its own (marks repeat the call); inhibition, %; mitochondrial fusion phenotypic screen, mutant strain inhibition
Myeloid diff MLP GFP+ MAC1+ % – second read-out of Myeloid diff MLP, no call of its own (marks repeat the call); GFP+ MAC1+ double positive, %; measured here: differentiation confirmed by MAC1 staining
* = called active by the depositor; i = inactive; u = inconclusive; x = no result given. Cut-off read from the data, not from the text of the source, unless noted: active = inhibition above about 50%; inactive = the rest.

structure | WT yeast gro inh | WT yeast gro inh mutant strain | RSV CPE inhibition | Myeloid diff MLP | Myeloid diff MLP GFP+ MAC1+ % | SIAH1 antagonists | PhoP inhibition | XIAP displacement | PMI inhibition | TNAP activators | PMI inhibitors
N#Cc1cc2c(nc1SCc1cccnc1)CCC2 | 4 | -12 | 2.1% | i | 0.7 | 4% | 10% | -14% | 7% | 1.1 | 17%
COC(=O)C1CCN(C(=O)c2sc3nc(-c4ccc(F)cc4)cn3c2C)CC1 | 7 | -1 | 1.1% | i | 0.5 | -2% | 0% | 0.9% | 20% | 1.1 | 16%
CC1(c2ccc(OC(F)F)cc2)NC(=O)N(CC(=O)Nc2cccc(F)c2)C1=O (stereo unspecified) | x | x | u | i | 0.9 | 10% | 4% | x | x | x | x
COc1cccc(-n2c(SCC(=O)Nc3cc(C)on3)nc3ccccc3c2=O)c1 | -3 | -19 | 2.4% | i | 0.4 | 28% | 8% | 0.0% | -2% | 1.1 | -6%
CN(C)c1ccc(/C=N/NC(=O)CN(c2cccc(Cl)c2)S(C)(=O)=O)cc1Br | 12 | 0 | 5.8% | i | 0.6 | -3% | 3% | -3.2% | -1% | 0.9 | 2%
Clc1ccc(-c2cnc(Oc3ccccc3)nc2)cc1 | 5 | 3 | 1.9% | i | 0.9 | -2% | -5% | -4.1% | 9% | 1.1 | 0%
NC(=O)CC(NC(=O)Cc1cccc2ccccc12)c1ccc(N2CCN(c3ccccn3)CC2)c([N+](=O)[O-])c1 (stereo unspecified) | x | x | 0.9% | i | 1.8 | -1% | -9% | x | x | x | x
COc1ccc(OC)c(C2N(c3ccc(Cl)cc3)C(=O)C3CCCN32)c1 (stereo unspecified) | -8 | -3 | 0.1% | i | 0.7 | 2% | 0% | -1.1% | 12% | 1.1 | 10%
CCOC(=O)C1CCCN(S(=O)(=O)c2cccc3nsnc23)C1 (stereo unspecified) | x | x | 1.2% | i | 2.3 | 8% | 1% | x | x | x | x
COc1ccc(C(=O)Nc2ccc(S(=O)(=O)Nc3onc(C)c3C)cc2)cc1 | -1 | -3 | 1.2% | i | 0.9 | -4% | -22% | -6.2% | -4% | 1.1 | 2%
Cc1cc(N=NC(=O)c2ccccc2)ccc1O | 33 | 22 | 2.8% | i | 0.1 | 5% | 0% | -2.4% | -36% | 1 | -40%
Cc1ccc(NC(=O)c2cc(C)no2)cc1 | x | x | 8.5% | i | 0.9 | 1% | 9% | x | x | x | x
Cc1noc(NS(=O)(=O)c2ccc(NC(=O)c3cnc4n(c3=O)CCS4)cc2)c1C | 3 | 7 | 0.1% | i | 0.6 | 1% | 4% | -5.2% | -11% | 1.1 | -16%
CCCC(=O)Nc1c2c(nn1-c1cccc(C)c1C)CS(=O)(=O)C2 | x | x | 0.2% | i | 0.9 | 2% | -7% | x | x | x | x
Cc1ccc(NC(=O)C2CCN(c3nc(C)cc(C)n3)CC2)cc1 | 13 | -5 | -1.9% | i | 0.8 | 7% | x | 14% | -12% | 1 | -26%

Profiles, looked up by structure. Values in the order: WT yeast gro inh | WT yeast gro inh mutant strain | RSV CPE inhibition | Myeloid diff MLP | Myeloid diff MLP GFP+ MAC1+ % | SIAH1 antagonists | PhoP inhibition | XIAP displacement | PMI inhibition | TNAP activators | PMI inhibitors
Profile of `Cc1ccc(NC(=O)C2CCN(c3nc(C)cc(C)n3)CC2)cc1` : 13 | -5 | -1.9% | i | 0.8 | 7% | x | 14% | -12% | 1 | -26%
Profile of `Cc1cc(N=NC(=O)c2ccccc2)ccc1O` : 33 | 22 | 2.8% | i | 0.1 | 5% | 0% | -2.4% | -36% | 1 | -40%

Compounds listed so far that have a Cl atom (3):
structure | WT yeast gro inh | WT yeast gro inh mutant strain | RSV CPE inhibition | Myeloid diff MLP | Myeloid diff MLP GFP+ MAC1+ % | SIAH1 antagonists | PhoP inhibition | XIAP displacement | PMI inhibition | TNAP activators | PMI inhibitors
CN(C)c1ccc(/C=N/NC(=O)CN(c2cccc(Cl)c2)S(C)(=O)=O)cc1Br | 12 | 0 | 5.8% | i | 0.6 | -3% | 3% | -3.2% | -1% | 0.9 | 2%
Clc1ccc(-c2cnc(Oc3ccccc3)nc2)cc1 | 5 | 3 | 1.9% | i | 0.9 | -2% | -5% | -4.1% | 9% | 1.1 | 0%
COc1ccc(OC)c(C2N(c3ccc(Cl)cc3)C(=O)C3CCCN32)c1 (stereo unspecified) | -8 | -3 | 0.1% | i | 0.7 | 2% | 0% | -1.1% | 12% | 1.1 | 10%

(cont.)
structure | WT yeast gro inh | WT yeast gro inh mutant strain | RSV CPE inhibition | Myeloid diff MLP | Myeloid diff MLP GFP+ MAC1+ % | SIAH1 antagonists | PhoP inhibition | XIAP displacement | PMI inhibition | TNAP activators | PMI inhibitors
CCCC/C(O)=C1\C(=O)CC(C)(C)CC1=NCCCCCC(=O)O | -6 | -15 | 1.1% | i | 0.3 | 4% | -7% | -4.3% | 2% | 1.1 | 1%
c1ccc(SCc2cc(-c3ccccc3)no2)cc1 | 6 | 8 | 1.2% | i | 0.4 | 0% | 1% | -3.1% | 8% | 1.1 | 9%
COc1ccc(C(CNC(=O)c2oc3ccc(F)cc3c2C)N2CCCCC2)cc1 (stereo unspecified) | x | x | 4.4% | i | 6.4 | 0% | -5% | x | x | x | x
O=C1NCCCC1C(=O)N/N=C/c1cccc([N+](=O)[O-])c1 (stereo unspecified) | x | x | 1.7% | i | 0.2 | 14% | -7% | x | x | x | x
CSc1ccc(S(=O)(=O)NC(C)c2ccccc2)cc1 (stereo unspecified) | 3 | 11 | 3.9% | i | 0.2 | 10% | 1% | -0.6% | 3% | 1.1 | 6%
CCCCN(C(=O)CSc1nnc(-c2ccco2)o1)c1c(N)n(Cc2ccccc2)c(=O)[nH]c1=O | x | x | -0.3% | i | 0.4 | 10% | -15% | x | x | x | x
O=C1c2ccccc2C(Nc2ccc(F)c(Cl)c2)N1c1ccccn1 (stereo unspecified) | 1 | -9 | 1.0% | i | 2.8 | -2% | -7% | -5.1% | 8% | 0.9 | -4%
Fc1ccc(C(c2nnnn2Cc2cccs2)N2CCN(C3CCCCC3)CC2)cc1 (stereo unspecified) | 1 | 0 | -0.8% | i | 0.4 | -4% | -8% | -3.0% | 1% | 1.1 | 4%
CC1(C)CC(C2N3CC4(C)CN2CC(C)(C3)C4=O)CCO1 (stereo unspecified) | -13 | -15 | -1.0% | i | 8.7 | 0% | 3% | -0.9% | 5% | 1.1 | 2%
CCOC(=O)c1c(-c2cccs2)csc1NC(C)=O | 10 | 4 | 1.1% | i | 1.1 | 0% | -5% | -5.2% | 0% | 1 | 7%
FC(F)(F)c1cc(-c2ccco2)nc2ncnn12 | -4 | -13 | 0.3% | i | 0.8 | 0% | 2% | -6.6% | 10% | 1 | 8%
Nc1ncnc(Nc2cccc(Cl)c2Cl)n1 | -7 | -8 | 38% | i | 0.2 | 1% | -1% | -7.6% | 13% | 1 | 13%
CC(C)(C)c1ccc(C(=O)NCC(=O)N2CCC3(CC2)NCCc2[nH]cnc23)cc1 | x | x | 0.9% | i | 0.7 | 1% | -6% | x | x | x | x
COc1ccc(CCN2C(=O)CCC2(C)C(=O)NCc2cccnc2)cc1OC (stereo unspecified) | -6 | 7 | 0.5% | i | 7.3 | 1% | 7% | -3.7% | 6% | 1.1 | 10%
CC(C)c1ccc(/C=N/NC(=O)CN(c2cccc(Cl)c2Cl)S(C)(=O)=O)cc1 | 34 | 1 | u | i | 0.5 | 2% | 9% | 0.2% | 14% | 1 | 15%

(further entries)
structure | WT yeast gro inh | WT yeast gro inh mutant strain | RSV CPE inhibition | Myeloid diff MLP | Myeloid diff MLP GFP+ MAC1+ % | SIAH1 antagonists | PhoP inhibition | XIAP displacement | PMI inhibition | TNAP activators | PMI inhibitors
CCc1ccc2[nH]c(=O)c(CN(CCN(CC)CC)C(=O)NC3CCCCC3)cc2c1 | -1 | -13 | -2.8% | i | 0.6 | 3% | -2% | -4.0% | 32% | 1 | 10%
CC(C)(SC(=S)N1CCCCCC1)C(=O)O | -10 | -10 | 0.2% | i | 0.3 | 1% | -4% | -10% | -14% | 1 | 2%
O=C(Nc1ccccc1)c1ccccc1OCc1ccc(S(=O)(=O)N2CCOCC2)cc1 | -2 | -4 | -2.1% | i | 0.3 | -2% | 4% | -6.0% | -12% | 0.9 | -16%
Cc1ccc(CNC(=O)c2cc(COc3c(F)cccc3F)on2)s1 | 21 | -2 | 8.7% | i | 0.4 | -6% | 4% | -8.6% | 20% | 1 | 18%
COc1cc([N+](=O)[O-])ccc1NC(=O)Nc1ccc(C(=O)N2CCCC2)cc1 | x | x | 3.7% | i | 1.1 | 1% | -2% | x | x | x | x
Brc1ccc(-c2nnc3sc(CNC4CCCC4)cn23)cc1 | 16 | 18 | 0.7% | i | 2.3 | 3% | -7% | -9.9% | 0% | 1.1 | 4%
O=C(CSc1nc2ccccc2[nH]1)N1CCN(C(=O)c2ccco2)CC1 | -2 | -9 | 1.9% | i | 0.9 | 3% | 5% | -2.7% | -30% | 1.1 | -3%
CCOC(=O)Cn1c(=O)oc2cc(S(=O)(=O)NCc3cccs3)ccc21 | 4 | -1 | 5.0% | i | 2.5 | 1% | 1% | 1.4% | 10% | 1.1 | 5%
COc1ccccc1NC1=NC(C)(C)N=C(N)N1 | x | x | 1.2% | i | 0.6 | 0% | 11% | -14% | 9% | 1 | 5%
Cc1cc(=O)oc2cc3oc(=O)cc(C)c3cc12 | x | x | -0.7% | i | 0.8 | 12% | 2% | x | x | x | x
CC(=O)Oc1ccc(CC(C(=O)O)N2C(=O)c3ccccc3C2=O)cc1 (stereo unspecified) | x | x | 2.4% | i | 0.9 | 3% | -3% | x | x | x | x
O=C(c1ccc(Cl)cc1)C1CCN(Cc2ccccc2)CC1 | x | x | 0.4% | i | 0.3 | 2% | 3% | x | x | x | x
COc1cccc(N2CC(C(=O)OC(C)C(=O)c3ccccc3)CC2=O)c1 (stereo unspecified) | -10 | 6 | 1.2% | i | 2.5 | 4% | 0% | -5.1% | 10% | 1.1 | 16%
Cc1ccc([N+](=O)[O-])cc1N=Nc1c(-c2ccc([N+](=O)[O-])cc2)[nH]n(C(N)=S)c1=O | 25 | 57 | x | i | 0.5 | 25% | 11% | 10% | -11% | 1.3 | -1%
O=C(CC(c1ccccc1)c1ccccc1)Nc1ccc(C(=O)O)cc1 | x | x | 13% | i | 0.8 | 1% | -5% | x | x | x | x
COc1ccc(CN(C)C(C)C(=O)Nc2cccc3ccccc23)cc1 (stereo unspecified) | x | x | 2.7% | i | 0.7 | -2% | 10% | x | x | x | x
O=C(NC1CCCCC1)C1CCN(c2cnccn2)CC1 | 18 | 8 | 0.7% | i | 1.2 | 5% | 18% | -1.1% | -6% | 1.1 | -8%
